Screens from PubChem BioAssay.
GASC1 inh = blocks human GASC-1 (KDM4C) demethylase activity | 96,000 tested, 0.15% active | inhibition, % at 12.5 µM | Q9H3R0 | GST-KDM4C 2-372, H3K9me3 peptide, LANCE TR-FRET;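 active = mean replicate inhibition above about 25%, with at least 55% of replicates also reaching it, limit read from the data, passing the limit was not always enough; inconclusive = only one of those two conditions met; inactive = neither condition met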
Target sequence (Q9H3R0 2-372 limits assumed): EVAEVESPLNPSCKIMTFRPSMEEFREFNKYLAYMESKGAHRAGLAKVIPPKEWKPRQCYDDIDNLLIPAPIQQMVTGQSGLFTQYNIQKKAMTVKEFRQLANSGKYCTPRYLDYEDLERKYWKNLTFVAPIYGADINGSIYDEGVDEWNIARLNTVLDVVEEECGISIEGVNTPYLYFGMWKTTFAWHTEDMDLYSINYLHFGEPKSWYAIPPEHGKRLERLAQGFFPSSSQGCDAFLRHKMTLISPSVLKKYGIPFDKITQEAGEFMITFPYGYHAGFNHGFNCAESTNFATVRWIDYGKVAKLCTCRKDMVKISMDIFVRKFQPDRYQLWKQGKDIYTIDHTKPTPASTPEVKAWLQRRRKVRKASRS
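reagent = H3K9me3 peptide substrate, Fe(II), 2-oxoglutarate | system = GST-tagged GASC-1 (JMJD2C) catalytic fragment, aa 2-372 | amount = enzyme final amount 10 nM | read-out = Fall in 671/618 emission ratio as inhibition | medium = HEPES buffer, pH 7.5, plus ascorbate | schedule = 30 min reaction, 60 min detection, RT | measured by = LANCE TR-FRET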
C diff growth = C. difficile growth inhibition; Clostridium difficile clinical isolate growth, OD600, 24 h; hits give low values; growth activity, negative = inhibition, % at 16 µg/mL (by protocol); 86,000 tested, 0.25% active;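 active = mean growth activity at or below -80% and every replicate also at or below -80%; inconclusive = mean at or below -80% but some replicate above -80%; inactive = mean growth activity above -80%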;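 also: 0% = DMSO wells and -100% = levofloxacin 16 µg/mL wells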
Pf Dd2 growth = blocks growth of Plasmodium falciparum Dd2 parasites. activity change, % at 10 µM. 94,000 tested, 2.3% active. P. falciparum Dd2 growth, SYBR Green, 72 h; hits give low values; in the data active = activity change below about -80%; inconclusive = no clear call, values can overlap the other calls
Tcruzi prolif = blocks T. cruzi growth in NIH3T3 culture; T. cruzi beta-gal in NIH3T3, GalScreen luminescence, 90 h; inhibition, % at 8.34 µM; 77,000 tested, 5.9% active; AID 624255;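 active = mean inhibition above about 93%, with at least 55% of replicates each passing it, limit read from the data, passing the limit was not always enough; inconclusive = only one of those two conditions holds; inactive = neither condition holds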
Starred values were filed as active, the others as inactive; ? = inconclusive; nt = not tested or not shown; & = joins results of further samples.

Results follow in this order: GASC1 inh	C diff growth	Pf Dd2 growth	Tcruzi prolif
- CNC[C@H]1OCCCC[C@@H](C)Oc2ccc(NC(=O)Nc3ccc(F)cc3)cc2C(=O)N([C@H](C)CO)C[C@@H]1C
 : 0.0	3	18	14
- C[C@@H]1CCCCO[C@@H](CN(C)C(=O)Nc2ccccc2)[C@H](C)CN([C@@H](C)CO)C(=O)c2cc(NC(=O)CCCN(C)C)ccc2O1
 : 3.6	2	35	16
- C[C@H]1CN([C@@H](C)CO)C(=O)Cc2cc(NC(=O)CCCCCC(=O)Nc3ccccc3N)ccc2O[C@@H]1CN(C)S(=O)(=O)c1cccs1
 : -0.9	5	-61	4
- Cc1noc(C)c1S(=O)(=O)Nc1ccc2c(c1)C(=O)N([C@H](C)CO)C[C@@H](C)[C@@H](CN(C)S(=O)(=O)c1ccc(F)cc1)OCCCC[C@@H](C)O2
 : -2.2	-10	-72	nt
- CCCNC(=O)N1CC2(CCN(C(=O)C3CCOCC3)CC2)c2c([nH]c3cc(OC)ccc23)[C@H]1CO
 : 0.4	5	-19	nt
- CCCN(C)C[C@H]1Oc2cc(C#CC3CC3)ccc2S(=O)(=O)N([C@H](C)CO)C[C@H]1C
 : -0.5	11	-52	44
- C/C=C/c1ccc(C2[C@@H]3CN(S(=O)(=O)c4cn(C)cn4)C[C@H]2N3)cc1 (some centres not stated)
 : 1.2&0.3	-2&-3	20&-14	nt
- Cc1noc(C)c1S(=O)(=O)N(C)C[C@@H]1OCCCC[C@@H](C)Oc2ccc(NC(=O)Cc3ccccc3)cc2C(=O)N([C@H](C)CO)C[C@@H]1C
 : 0.1	7	-2	-17
- C[C@@H]1CCCCO[C@@H](CN(C)C(=O)CCC(F)(F)F)[C@@H](C)CN([C@@H](C)CO)C(=O)c2cc(NS(=O)(=O)c3ccc(Cl)cc3)ccc2O1
 : -0.5	nt	-35	94
- C[C@H]1CN([C@@H](C)CO)C(=O)Cc2cc(NS(C)(=O)=O)ccc2O[C@H]1CN(C)Cc1ccc(-c2ccccc2)cc1
 : 0.4	-24	-2	-16
- COc1ccc(-c2cn(CC[C@@H]3CC[C@@H](NC(=O)Nc4ccc(F)cc4)[C@@H](CO)O3)nn2)cc1
 : 2.2	2	-13	nt
- C[C@@H]1CN([C@@H](C)CO)C(=O)Cc2cc(NC(=O)C3CC3)ccc2O[C@H]1CN(C)Cc1ccc(C(F)(F)F)cc1
 : 4.7	3	-63	65
- Cn1cnc(S(=O)(=O)N[C@@H]2CC[C@@H](CC(=O)Nc3ccc(-c4ccccc4)cc3)O[C@@H]2CO)c1
 : -1.3	-3	-6	59
- C[C@@H]1CCCCO[C@@H](CN(C)C(=O)Nc2ccc(C(F)(F)F)cc2)[C@@H](C)CN([C@H](C)CO)C(=O)c2cc(NC(=O)Nc3ccc(C(F)(F)F)cc3)ccc2O1
 : 1.5	5	0	116*
- C[C@H](CO)N1C[C@H](C)[C@@H](CN(C)Cc2ccc(C(=O)O)cc2)Oc2c(NS(=O)(=O)c3cn(C)cn3)cccc2C1=O
 : 0.3	-6	1	41
- COC(=O)C[C@H]1CC[C@@H]2[C@H](COc3ccc(NC(=O)Nc4cccc(C)c4)cc3C(=O)N2C)O1
 : 0.8	-6	3	-18
- CCC(=O)N1C[C@@H](C)[C@@H](OC)CN(C)C(=O)c2cc(NC(=O)NC3CCCC3)ccc2OC[C@H]1C
 : 1.8	-14	-3	nt
- C[C@H]1CN([C@@H](C)CO)C(=O)CCCn2nncc2CO[C@@H]1CN(C)S(=O)(=O)c1ccc(F)cc1
 : -0.1	nt	18	-18
- COc1ccc(CN(C)C[C@@H]2Oc3ccc(NC(=O)Nc4ccc(F)cc4)cc3CC(=O)N([C@@H](C)CO)C[C@H]2C)cc1
 : -0.1	4	-69	nt
- O=C(C[C@H]1CC[C@H](NC(=O)c2ccccc2)[C@H](CO)O1)Nc1ccc(-c2ccccc2)cc1
 : -0.8	nt	2	-104
- C[C@H]1CCCCO[C@H](CN(C)CC2CC2)[C@@H](C)CN([C@@H](C)CO)C(=O)c2cc(NC(=O)c3ccccc3)ccc2O1
 : -0.4	-4	-40	48
- O=C(C[C@@H]1C[C@H]2c3cc(NC(=O)NC4CCCC4)ccc3O[C@H]2[C@@H](CO)O1)NCc1cccnc1
 : 3.1	-2	-2	nt
- OC[C@H]1[C@H]2c3ccccc3NC[C@H]2N1Cc1ccccc1Cl
 : 7.6	2	9	27
- C[C@@H]1CN([C@@H](C)CO)C(=O)c2cc(-c3ccncc3)cnc2O[C@H]1CN(C)C(=O)Cc1cccnc1
 : 1.5	6	33	104*
- COc1ccc(NC(=O)Nc2ccc3c(c2)CC(=O)N([C@@H](C)CO)C[C@H](C)[C@H](CN(C)Cc2ccccc2)O3)cc1
 : -0.3	-7	-1	10
- CO[C@@H](CN(C)Cc1cc(F)ccc1F)[C@@H](C)CN(C(=O)Nc1ccc(C(F)(F)F)cc1)[C@@H](C)CO
 : nt	nt	-34	82
- COc1ccccc1CNC(=O)C[C@H]1CC[C@H]2[C@@H](COC[C@H](O)CN2C(=O)Nc2ccc(C(F)(F)F)cc2)O1
 : -0.3	nt	-36	63
- CCCC(O)C#Cc1cnc2c(c1)C(=O)N([C@H](C)CO)C[C@H](C)[C@H](CN(C)C(=O)NC1CCCCC1)O2 (some centres not stated)
 : 0.8	-2	-7	nt
- CCCNC(=O)N[C@H]1CC[C@H](CCn2cc(C3CCCCC3)nn2)O[C@H]1CO
 : 1.5	-2	-3	nt
- O=C(c1ccccn1)N1CC(=O)N2[C@@H](CO)[C@@H](c3ccc(C#CC4CCCC4)cc3)[C@@H]2C1
 : 1.7	-13	-14	nt

3 compounds already listed, arranged by the value under Pf Dd2 growth, highest first.
Compound,Pf Dd2 growth
O=C(C[C@H]1CC[C@H](NC(=O)c2ccccc2)[C@H](CO)O1)Nc1ccc(-c2ccccc2)cc1,2
O=C(C[C@@H]1C[C@H]2c3cc(NC(=O)NC4CCCC4)ccc3O[C@H]2[C@@H](CO)O1)NCc1cccnc1,-2
CCCNC(=O)N[C@H]1CC[C@H](CCn2cc(C3CCCCC3)nn2)O[C@H]1CO,-3

Later entries
Results follow in this order: GASC1 inh	C diff growth	Pf Dd2 growth	Tcruzi prolif
- C[C@@H]1CN([C@@H](C)CO)C(=O)CCCn2nncc2CO[C@H]1CN(C)C(=O)Nc1ccc(C(F)(F)F)cc1
 : -0.1	nt	2	32
- C[C@@H]1CN([C@@H](C)CO)C(=O)c2cc(C3=CCCCC3)cnc2O[C@H]1CN(C)C(=O)c1ccccn1
 : 1.5	-1	35	65
- C[C@@H]1CN([C@H](C)CO)C(=O)c2cc(NC(=O)Nc3ccc(F)cc3)ccc2O[C@@H](C)CCCCO[C@H]1CN(C)C(=O)NC1CCCCC1
 : 0.0	6	-49	84
- CCS(=O)(=O)N1CCCCN2[C@H](CO)[C@@H](c3ccc(-c4cccc(C#N)c4)cc3)[C@@H]2C1
 : -2.2	-2	-89*	108*
- O=C(Nc1cccc(F)c1)N[C@@H]1CC[C@@H](CCn2cc(Cc3ccccc3)nn2)O[C@H]1CO
 : -1.3	-8	-19	-47
- COc1ccc(NC(=O)N(C)C[C@H]2Oc3ccc(NS(=O)(=O)c4ccc(OC)cc4)cc3C(=O)N([C@H](C)CO)C[C@@H]2C)cc1
 : 0.0	3	18	nt
- CC(C)NC(=O)N(C)C[C@H]1Oc2ccc(NC(=O)Cc3ccccc3)cc2C(=O)N([C@H](C)CO)C[C@H]1C
 : -0.2	-4	-2	nt
- COCc1cn([C@H]2C[C@@H]3O[C@@H](CO)CC[C@@H]3O[C@@H]2CCc2ccc(-c3ccc(OC)cc3)cc2)nn1
 : nt	-5	-64	nt
- C[C@@H]1CN([C@H](C)CO)C(=O)c2cccc(NC(=O)Nc3cccc4ccccc34)c2O[C@@H]1CN(C)S(=O)(=O)c1cn(C)cn1
 : 0.2	2	-49	-86
- C[C@@H]1CN([C@H](C)CO)C(=O)c2cc(NC(=O)Cc3cn(C)c4ccccc34)ccc2O[C@H]1CN(C)Cc1ccc(C(=O)O)cc1
 : 1.9	-2	-13	nt
- COc1ccc(NC(=O)Nc2ccc3c(c2)C(=O)N([C@H](C)CO)C[C@@H](C)[C@@H](CN(C)S(=O)(=O)c2cccs2)OCCCC[C@H](C)O3)cc1
 : -4.5	2	2	-20
- C[C@@H]1CN([C@@H](C)CO)C(=O)c2cccc(NC(=O)Nc3ccc4c(c3)OCO4)c2O[C@@H]1CN(C)Cc1ccc(-c2ccccc2)cc1
 : -0.9	-96*	-47	35
- CN(C)C(=O)c1cccc(-c2ccccc2[C@@H]2[C@@H](C#N)N(C(=O)C3CCCCC3)[C@H]2CO)c1
 : 17	2	-10	nt
- COc1ccc(S(=O)(=O)N(C)C[C@H]2Oc3ccc(NS(=O)(=O)c4cccs4)cc3CC(=O)N([C@H](C)CO)C[C@@H]2C)cc1
 : -1.8	5	18	18
- N#C[C@H]1[C@H](c2ccc(-c3ccccc3F)cc2)[C@H](CO)N1C(=O)Cc1ccccc1
 : -2.4	14	-5	65
- CCCN(C)C[C@@H]1Oc2ncc(C#CC3CCCCC3)cc2C(=O)N([C@H](C)CO)C[C@H]1C
 : -0.3	8	-53	13
- O=C(Nc1ccc(F)cc1)N1CCCCN2[C@@H](CO)[C@H](c3ccc(C#Cc4ccccc4)cc3)[C@@H]2C1
 : -1.2	5	?	123*
- C[C@@H]1CCCCO[C@H](CN(C)Cc2ccc(C(F)(F)F)cc2)[C@@H](C)CN([C@@H](C)CO)C(=O)c2cc(NC(=O)c3ccncc3)ccc2O1
 : 0.3	2	-78	67
- COc1ccc(C#Cc2ccc3c(c2)[C@H]2[C@H](CCN2C(=O)Nc2ccc(C(F)(F)F)cc2)[C@@H](CO)N3C)cc1
 : -0.8	-3	-6	60
- Cc1ccc(S(=O)(=O)Nc2ccc3c(c2)CC(=O)N([C@@H](C)CO)C[C@@H](C)[C@@H](CN(C)Cc2ccc(C(=O)Nc4ccccc4N)cc2)O3)cc1
 : -1.8	3	-88*	67
- O=C(Cc1cccnc1)N[C@H]1CC[C@@H](CCNS(=O)(=O)c2ccccc2Cl)O[C@H]1CO
 : 1.1	-5	15	21
- C[C@@H]1CN([C@H](C)CO)C(=O)c2cc(NS(=O)(=O)c3ccc(Cl)cc3)ccc2O[C@H]1CN(C)Cc1ccc(C(F)(F)F)cc1
 : 1.2	25	-11	80
- C[C@@H]1CN([C@@H](C)CO)C(=O)c2cccc(NC(=O)c3cnccn3)c2O[C@H]1CN(C)Cc1ccc(Cl)c(Cl)c1
 : -1.5	-16	-83*	77
- CCNC(=O)c1cc2c(c(-c3cccc(-c4ccccc4F)c3)n1)[C@@H](CCO)N(C(=O)CC)C2
 : 12	-1	-21	nt
- CCCN(C)C[C@@H]1Oc2cc(C#CCC(C)C)ccc2S(=O)(=O)N([C@H](C)CO)C[C@@H]1C
 : 8.5	14	-29	85
- CN1C(=O)c2cc(NC(=O)c3cccc(F)c3)ccc2OC[C@@H]2O[C@@H](CC(=O)N3CCc4ccccc4C3)CC[C@H]21
 : -0.5	0	-5	62
- COc1ccc(S(=O)(=O)N(C)C[C@@H]2Oc3ccc(NC(=O)Nc4c(C)noc4C)cc3C(=O)N([C@@H](C)CO)C[C@H]2C)cc1
 : -1.5	4	4	37
- Cc1noc(C)c1NC(=O)N(C)C[C@H]1Oc2ccc(NS(=O)(=O)c3cccs3)cc2C(=O)N([C@H](C)CO)C[C@H]1C
 : -0.8	nt	13	-98
- O=C(C[C@@H]1CC[C@H](NS(=O)(=O)c2ccccc2F)[C@@H](CO)O1)NCCCN1CCOCC1
 : -0.1	nt	25	-6
- C[C@@H]1CN([C@H](C)CO)C(=O)Cc2cc(NC(=O)CCN3CCOCC3)ccc2O[C@@H]1CN(C)Cc1ccc(Oc2ccccc2)cc1
 : 0.2	-19	-20	-11
- COc1ccc(NC(=O)N(C)C[C@H]2Oc3ncc(C#CC(C)C)cc3C(=O)N([C@H](C)CO)C[C@@H]2C)cc1
 : 3.5	-11	-4	nt
- C[C@H](NC(=O)C[C@H]1C=C[C@@H](NC(=O)C2CC2)[C@@H](CO)O1)c1ccccc1
 : -0.1	0	0	nt
- C[C@H](CO)N1C[C@H](C)[C@@H](CN(C)C(=O)NC2CCCC2)Oc2cc(-c3cncnc3)ccc2S1(=O)=O
 : 0.8	1	46	-19
- CN(C)C(=O)c1cccc(-c2ccc3n(c2=O)C[C@@H]2N[C@H]3[C@H](C(=O)NC3CCC3)[C@H]2CO)c1
 : -1.3	6	nt	8
- OC[C@H]1CC[C@@H]2O[C@H](CCc3ccc(-c4ccc(F)cc4)cc3)[C@H](n3cc(C4CC4)nn3)C[C@@H]2O1
 : nt	3	-82*	nt

Some values from the entries so far.
In C diff growth, C[C@@H]1CN([C@@H](C)CO)C(=O)c2cc(-c3ccncc3)cnc2O[C@H]1CN(C)C(=O)Cc1cccnc1 is listed with 6
In Tcruzi prolif, C[C@@H]1CN([C@H](C)CO)C(=O)c2cccc(NC(=O)Nc3cccc4ccccc34)c2O[C@@H]1CN(C)S(=O)(=O)c1cn(C)cn1 is listed with -86
In Pf Dd2 growth, OC[C@H]1CC[C@@H]2O[C@H](CCc3ccc(-c4ccc(F)cc4)cc3)[C@H](n3cc(C4CC4)nn3)C[C@@H]2O1 is listed with -82*
